BaF3 tox: counter-screen for JAK2V617F inhibitors: parental Ba/F3 viability inhibitors; inhibition, % at 5.6 µM; CellTiter-Glo ATP luminescence; hit rate 1.1% among 220,000;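 active = inhibition above a per-campaign cutoff, the mean inhibition of all tested compounds plus 3 SD, cut at about 27% in these data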;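 also: 0% = DMSO wells and 100% = JAK Inhibitor I control wells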
Runt-CBFb FRET: Runt domain-CBFb interaction inhibition. Cerulean-Runt/Venus-CBFb FRET ratio 530/480, 1 h. inhibition, % at 20 µM. hit rate 0.46% among 220,000;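 active = inhibition over about 50% at 20 µM in the single-dose screen, limit read from the data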;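 also: 0% = DMSO wells and 100% = excess unlabeled CBFb competitor control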
Target sequence (Q01196 whole entry, looked up, the tested form may be a part): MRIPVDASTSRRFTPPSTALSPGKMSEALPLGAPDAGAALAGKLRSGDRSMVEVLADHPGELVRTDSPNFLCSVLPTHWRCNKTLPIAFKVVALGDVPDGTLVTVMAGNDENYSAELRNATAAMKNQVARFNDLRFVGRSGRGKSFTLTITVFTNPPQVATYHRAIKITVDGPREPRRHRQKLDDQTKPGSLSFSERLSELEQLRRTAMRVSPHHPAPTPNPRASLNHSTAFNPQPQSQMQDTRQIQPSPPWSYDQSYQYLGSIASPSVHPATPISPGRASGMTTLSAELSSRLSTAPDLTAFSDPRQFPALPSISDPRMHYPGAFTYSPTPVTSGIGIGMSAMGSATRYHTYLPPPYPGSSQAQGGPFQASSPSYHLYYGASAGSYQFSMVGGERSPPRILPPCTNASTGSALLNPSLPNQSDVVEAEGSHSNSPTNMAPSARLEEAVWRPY
Target sequence (Q13951 whole entry, looked up, the tested form may be a part): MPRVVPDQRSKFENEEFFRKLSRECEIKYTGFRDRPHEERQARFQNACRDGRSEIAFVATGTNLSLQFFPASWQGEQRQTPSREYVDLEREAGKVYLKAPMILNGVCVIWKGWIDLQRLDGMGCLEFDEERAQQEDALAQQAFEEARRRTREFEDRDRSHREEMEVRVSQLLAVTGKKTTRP
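Measured by: fluorescence energy transfer, 422 nm excitation, 530/480 nm emission; Assay system: Cerulean-Runt domain; Medium: Tris pH 7.5 buffer with BSA; Measure: loss of energy transfer signal; Controls: 5 µM unlabeled CBFb as full-inhibition high control; Incubation: protein complex preformed 1 h, compound exposure 1 h, room temperature, dark.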
Ba/F3 V617F tox: lowers viability of Ba/F3 cells expressing EpoR and JAK2V617F. ATP luminescence. inhibition, % at 5.6 µM. hit rate 1.1% among 220,000;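 active = inhibition above the campaign mean plus 3 SD over all tested compounds, cut at about 24% in these data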;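 also: cytokine-independent growth of Ba/F3 cells driven by EpoR plus mutant JAK2; 0% = DMSO-treated cells and 100% = JAK inhibitor I control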
S1P4 antag: blocks the human S1P4 receptor. O95977. S1P4-expressing cells, antagonist mode, reporter read-out. inhibition, % at 4.98 µM. hit rate 0.26% among 220,000. AID 1510; in the data active = inhibition above about 29%;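 also: 0% = wells stimulated with agonist and 100% = vehicle wells without agonist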
Target sequence (O95977 whole entry, looked up): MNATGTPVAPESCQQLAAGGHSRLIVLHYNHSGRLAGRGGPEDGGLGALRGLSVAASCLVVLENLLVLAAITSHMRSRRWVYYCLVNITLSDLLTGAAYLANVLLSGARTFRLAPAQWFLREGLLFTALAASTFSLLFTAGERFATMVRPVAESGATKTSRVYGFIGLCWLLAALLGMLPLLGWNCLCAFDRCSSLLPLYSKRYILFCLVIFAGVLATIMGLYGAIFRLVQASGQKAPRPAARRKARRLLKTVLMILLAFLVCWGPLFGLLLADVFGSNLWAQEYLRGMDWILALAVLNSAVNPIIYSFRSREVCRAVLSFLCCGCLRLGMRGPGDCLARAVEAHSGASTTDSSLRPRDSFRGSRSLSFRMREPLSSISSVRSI
RBBP9 inhibitor: blocks human serine hydrolase RBBP9. recombinant RBBP9, FP-Rh probe fluorescence polarization. inhibition, % at 7.94 µM. hit rate 0.2% among 220,000;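 active = inhibition above the campaign mean of all tested compounds plus 3 SD, cut at about 14% in these data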;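 also: plate controls were DMSO wells with RBBP9 for no effect and wells lacking RBBP9 protein for full effect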
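Assay system: recombinant human RBBP9; Reagent: Serine-hydrolase probe FP-Rh, 375 nM pre-mixing; Doses: 7.94 µM single dose, 0.794% DMSO; Incubation: 30 min then 45 min, 25 °C; Detection: fluorescence polarization (mP), excitation 525 nm, emission 598 nm; Evaluation: percent inhibition from mP, scaled between DMSO and no-protein wells.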
NPY-Y1 PAM-ag: human NPY-Y1 potentiation or agonism, primary screen | activation, % at 3.6 µM | AID 1304 | P25929 | NPY-Y1 expressing cells, potentiator/agonist activation | hit rate 0.37% among 220,000; in the data active = activation above about 33%, passing the limit was not always enough;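 also: cells stimulated with NPY at EC10 then isoproterenol at EC100; 0% = low agonist plus stimulus and 100% = saturating agonist plus stimulus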
NPY Y1 blocker: NPY-Y1 (human) receptor antagonism | hit rate 1% among 200,000 | HEK293-CNG Y1 cells, membrane potential fluorescence; NPY at EC95, then isoproterenol | inhibition, % at 3.6 µM | P25929;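 active = inhibition above the campaign mean inhibition of all tested compounds plus 3 SD, cut at about 20% in these data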;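 also: 0% = DMSO wells given NPY plus isoproterenol and 100% = isoproterenol alone without NPY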
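Material: Y1- and CNG-channel-expressing HEK293 cells / Probe or stimulus: NPY 25 nM then isoproterenol 1 µM plus Ro 20-1724 25 µM / Doses: 3.6 µM single dose, DMSO 0.4% / Schedule: compound incubation 1 h at room temperature, readout 45 min post-stimulation / Signal: membrane potential fluorescence / Benchmarks: isoproterenol-only wells as full block versus NPY-plus-isoproterenol wells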
NPY-Y2 PAM-ag: human NPY-Y2 potentiation or agonism, primary screen | P49146 | cells expressing NPY-Y2, potentiator/agonist read-out | activation, % at 3.6 µM | hit rate 0.45% among 220,000 | AID 1359; in the data active = activation above about 27%;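 also: cells stimulated with NPY near EC25 plus isoproterenol at EC100; 0% = vehicle plus submaximal agonist and 100% = vehicle plus saturating agonist; some results beyond the cut were filed as inactive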
S1P4 agonist: activates the human S1P4 receptor | activation, % at 4.98 µM | hit rate 0.35% among 220,000 | S1P4-expressing cell line, agonist reporter assay | O95977 | AID 1509; in the data active = activation above about 11%;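 also: 0% = DMSO vehicle and 100% = reference agonist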
Active calls of the source: *; . = no result given.

SMILES	BaF3 tox	Runt-CBFb FRET	Ba/F3 V617F tox	S1P4 antag	RBBP9 inhibitor	NPY-Y1 PAM-ag	NPY Y1 blocker	NPY-Y2 PAM-ag	S1P4 agonist
C=CCn1c(SCC(=O)Nc2cccnc2Cl)nnc1-c1ccc(Cl)cc1	11	4	3	0	3	11	1	5	0.4
Cc1cc(C)nc(Sc2ncnc3c2oc2ccccc23)n1	-5	-1	-4	-15	0	2	0	-3	3.4
CC(C)(C)C1CCC(=NNC(=O)CC(=O)NCc2ccccc2)CC1 (configuration not stated)	3	-2	-1	-30	-9	-1	1	-4	0.7
CC(c1nccs1)N(C)C(=O)CCc1nnc(CCc2ccccc2)o1 (configuration not stated)	2	1	-6	-4	1	14	-1	2	-1.1
CCOc1ccc(CCNC(=O)CN2CCN(Cc3ccccc3F)C2=O)cc1OCC	9	-4	1	-12	-3	-3	0	-5	0.6
c1ccc(N/N=C(\Cc2ncc[nH]2)c2ccccc2)cc1	7	-1	4	1	-2	-6	0	-14	-1.6
Cc1cc(Cl)c(S(=O)(=O)Nc2ccc3c(c2)OCO3)cc1OCC(N)=O	10	6	4	-11	5	-22	3	-9	1.6
COc1ccc(Br)c(C(=O)Nn2c(C)nc3ccccc3c2=O)c1	-1	-1	-4	15	-4	-7	-1	7	-1.0
COc1ccc2c(c1)CCc1c(C(=O)NCC(C)C)noc1-2	9	-2	2	3	6	-25	0	-10	-0.8
Cc1cc(OCC(=O)O/N=C(\N)Cc2cccs2)ccc1Br	4	-1	1	-7	-7	-29	13	-22	-1.2
CC(NCc1ccco1)C(=O)N1CCc2ccccc2C1 (configuration not stated)	4	-2	-6	-9	-5	-6	-6	2	-0.7
O=c1[nH][nH]c(-c2ccccc2O)c1C(C[N+](=O)[O-])c1ccc(Br)cc1 (configuration not stated)	-1	2	7	22	-13	10	-6	23	0.2
O=C(COC(=O)CCCNC(=O)c1ccc(Cl)cc1)NC1CC1	3	-1	1	4	-6	-9	3	4	-1.0
COC(=O)c1c(NC(=O)CN2CCC(C(N)=O)CC2)c2c(C)cccc2n1C	0	-2	-2	2	1	10	8	4	0.9
Nn1c(SCc2csc(-c3ccccc3)n2)nnc1-c1cccs1	6	0	-1	7	-2	-25	-1	10	-0.8
O=C(Nc1nccs1)c1sc2ccccc2c1Cl	1	0	-3	-7	-7	-20	-1	-8	-2.0
CCc1ccc(N(CC(=O)Nc2ccccc2C(=O)N2CCOCC2)S(C)(=O)=O)cc1	5	0	0	-14	-5	0	-2	-11	-0.7
CC(C)(C)NC(=O)Cn1nnc(-c2ccc(Cl)cc2)n1	0	-4	0	-2	-6	14	9	0	-2.3
Cc1cc(C)c(Nc2cc(S(=O)(=O)O)c(N)c3c2C(=O)c2ccccc2C3=O)c(C)c1	8	3	3	-3	7	-2	0	17	1.0
O=C(Cn1nc(C(F)F)cc1C(F)F)NNC(=S)Nc1ccc([N+](=O)[O-])cc1	8	1	-2	-5	-1	30	-1	20	0.2
COc1ccc(NC(=O)c2c[nH]n3c(=O)cc(C4CCN(C(=O)OC(C)(C)C)CC4)nc23)cc1Cl	2	0	3	7	-9	-19	12	-13	0.1
O=C(CSc1nnc(-c2cccs2)n1-c1ccccc1)N1CCCc2ccccc21	5	-2	2	-16	-4	11	2	13	1.4
CCCOc1ccc(C2/C(=C(/O)c3ccc(F)cc3)C(=O)C(=O)N2CCCN(C)C)cc1 (configuration not stated)	1	-1	-3	-12	0	-30	-4	4	-0.4
COc1ccc(/C=N\NC(=O)COc2ccccc2Cl)cc1Cn1nc(C)cc1C	5	-5	1	-1	-11	-3	-4	-6	-0.3
Cc1cc(Nc2nc3ccccc3nc2Cl)n(-c2ccc([N+](=O)[O-])cc2)n1	2	-4	-2	14	4	-19	5	7	1.9
CCN(CC)CCn1c(SCC(=O)NCCC2=CCCCC2)nc2c(sc3ccccc32)c1=O	8	4	1	2	-2	-13	1	-5	-0.7
Cc1cc(OCC(=O)Nc2ccc(N3CCCC3)cc2)cc(C)c1Cl	2	0	-3	-6	-5	1	2	-10	-1.5
O=C(CSc1nnc(C2CC2)n1Cc1ccccc1)NCc1ccccc1	3	-2	-1	-13	-7	6	6	-26	1.7
Cc1nc(N)c(Cc2ccccc2F)c(N)n1	5	2	0	3	-6	-4	3	-1	0.1
Cc1csc2c(=O)sc(NC(=O)c3ccc(F)cc3)nc12	-2	9	-3	3	1	-25	.	11	0.3

Complete entries as entered above. Order of screens: BaF3 tox | Runt-CBFb FRET | Ba/F3 V617F tox | S1P4 antag | RBBP9 inhibitor | NPY-Y1 PAM-ag | NPY Y1 blocker | NPY-Y2 PAM-ag | S1P4 agonist
`Cc1cc(Nc2nc3ccccc3nc2Cl)n(-c2ccc([N+](=O)[O-])cc2)n1` across the screens: 2 | -4 | -2 | 14 | 4 | -19 | 5 | 7 | 1.9
`Cc1csc2c(=O)sc(NC(=O)c3ccc(F)cc3)nc12` across the screens: -2 | 9 | -3 | 3 | 1 | -25 | . | 11 | 0.3

(list continues)
SMILES	BaF3 tox	Runt-CBFb FRET	Ba/F3 V617F tox	S1P4 antag	RBBP9 inhibitor	NPY-Y1 PAM-ag	NPY Y1 blocker	NPY-Y2 PAM-ag	S1P4 agonist
Cc1ccc(-n2ncc3c(N4CCC(C(N)=O)CC4)ncnc32)c(C)c1	5	.	4	10	-9	5	-3	-19	-3.2
CN(CCc1ccccn1)C(=O)Nc1cccc(Cl)c1	0	-2	0	5	-4	-6	.	0	-0.9
Cc1cc(Cl)ccc1NC(=S)N1CCN(C(=O)C2CCCO2)CC1 (configuration not stated)	1	5	-4	1	-3	-18	6	11	-0.4
COC(=O)C(C)(C)ONC(=O)Nc1ccc([N+](=O)[O-])cc1	-1	1	-1	-22	-4	7	-2	-12	-0.3
COc1ccc2c(c1)NC(C)(C)C=C2C	19	-5	14	-9	-1	1	-1	4	0.4
Cc1noc(C)c1C(=O)OCC(=O)c1c(N)n(CC(C)C)c(=O)n(C)c1=O	3	-3	-3	-11	3	-13	4	-3	-0.9
NC(=O)c1sc2nccc(Nc3ccccc3)c2c1N	6	23	-3	-6	6	-17	-1	16	0.2
CC(C)NC1CS(=O)(=O)CC1O (configuration not stated)	3	1	-1	9	-4	-18	1	-6	0.8
Cc1cc(=S)cc(C)n1CCO	1	4	-4	-2	-10	0	-1	15	11*
COCc1cc(C)nc(SCC[N+](C)(C)CC(=O)Nc2ccccc2)c1C#N	4	0	0	-6	-1	15	6	-3	2.4
CCn1cnc2sc(C(=O)N3CCN(Cc4ccc5c(c4)OCO5)CC3)c(C)c2c1=O	3	8	-1	-60	-4	-30	2	-4	0.2
O=C(Cn1cc2c(n1)CCCC2)NCC1CCCO1 (configuration not stated)	8	2	-3	-13	-10	-4	-5	3	-0.4
CCCCCn1c(N)c(-c2nc3ccccc3s2)c2c([N+](=O)[O-])nn(C)c(=O)c21	-4	-2	-1	-2	-11	2	5	8	0.2
O=S(=O)(N/N=C\c1cn(-c2ccccc2)nc1-c1ccccc1)c1ccccc1	3	0	1	2	-3	11	-2	25	-0.1
Cc1ccc(N(C(=O)c2ccc(S(=O)(=O)N3CCOCC3)cc2)C2C=CS(=O)(=O)C2)cc1 (configuration not stated)	3	0	4	-28	-11	-19	7	-8	1.0
O=C(NCCCN1CCOCC1)c1ccc(CSc2ccc(Cl)cc2)cc1	6	0	-4	10	-6	0	1	-5	-0.9
O=C(O)CCS(=O)(=O)Cc1cccc(Cl)c1	3	0	1	-94	-4	-5	-5	5	1.9
CC(C)OC(=O)c1nnn(-c2nonc2N)c1CSc1ccccn1	4	2	-1	-14	-6	-1	-2	-12	0.2
O=C(Nc1cccc(S(=O)(=O)N2CCCCCC2)c1)c1ccc2c(c1)OCO2	16	1	7	2	-6	-42	-1	-18	-1.3
C1=CCC(CN2CCN(C3CCCCCC3)CC2)CC1 (configuration not stated)	4	-1	-2	-10	-2	-13	19	-23	2.9
CCOC(=O)C1=C(C)N=C2SC(C)C(=O)N2C1c1ccccc1 (configuration not stated)	10	1	1	-6	-11	5	1	-12	-1.1
Cc1cccc(C2c3[nH]c4ccccc4c3CCN2Cc2ccc(C)s2)n1 (configuration not stated)	-1	2	27*	-6	5	2	-1	2	-1.2
CCCNc1nc(C)nc2c1cnn2CCc1ccccc1	7	6	-1	-6	-5	0	0	-5	-0.3
Cc1ccc(S(=O)(=O)N2CCCCC2)cc1NC(=O)COc1ccccc1F	-2	-3	-1	-14	-4	11	1	-5	2.3
O=C(Nc1ccc(N2CCN(C(=O)c3ccco3)CC2)cc1)c1cccc(F)c1	5	-2	1	-7	-6	14	1	12	-0.9
Cc1cc(C)cc(Oc2ccccc2/C=C\C(=O)O)c1	1	-2	-5	-14	-6	-15	9	-22	2.3
O=C1c2ccccc2-c2nnc(-c3ccc(F)cc3)cc21	10	1	3	-9	-4	12	-4	-1	1.1
O=C(NCCCN1CCN(CCCNC(=O)c2ccccc2F)CC1)c1ccccc1F	3	-2	-2	-6	-4	10	-4	12	-1.5
CC1(c2cccs2)CC(c2cccs2)=C(C#N)C(=O)N1 (configuration not stated)	4	-2	-4	2	1	7	-8	25	0.8
CCCc1nc2oc3c(NCC(C)O)ncnc3c2c2c1CCCC2 (configuration not stated)	1	2	4	-5	1	22	.	-12	-0.8
COCC(C)n1c(SCC(=O)c2cc(C)n(C)c2C)nc2ccccc2c1=O (configuration not stated)	5	0	-1	-14	-5	3	4	-2	0.5
CC1(C)Cc2c(c(N3CCOCC3)nc3sc(-c4ccc(C(=O)O)o4)c(N)c23)CO1	-1	14	-1	1	-14	-14	3	-20	1.5
CCOCCCNS(=O)(=O)c1ccc(NC(=O)c2ccc(OC)c([N+](=O)[O-])c2)cc1	3	-2	3	-6	-6	-8	-6	-13	-1.5
COc1ccc(C(=O)C[n+]2cccc(Br)c2)cc1	-3	1	-1	-1	-3	-1	.	-1	0.9
COc1ccccc1NC(=O)c1c(Nc2ccccc2F)sc(C(=O)Nc2cccc(Cl)c2)c1N	7	-1	3	-6	-28	1	-4	7	5.4
O=C(Cc1cccs1)NC(c1ccccc1)c1ccccc1	-1	-1	-1	-8	-3	15	4	-8	1.0
CC(=O)Nc1ccc(S(=O)(=O)N2CCN(C(=O)N3CCOCC3)CC2)cc1	1	0	0	-10	-6	8	1	3	-1.5
O=C(N/N=C\c1ccc(Cl)cc1Cl)c1sccc1-n1cccc1	-1	-1	-1	9	-6	-40	9	-29	-2.6
Cc1ccc(CC(=O)NCCCn2ccnc2)cc1	2	2	0	-6	-8	-3	-3	7	0.7
Cc1ccc(OCCCC(=O)Nc2nccs2)cc1	13	6	7	-9	1	3	1	-13	-1.3
Cc1nc(CC(=O)Nc2nc(-c3ccccc3)cs2)cs1	3	1	4	-11	0	-7	-2	-11	2.0
O=C(O)c1ccc(C(=O)C(=O)c2ccccc2)cc1	-3	1	0	-3	-8	10	.	4	1.0
S=C(N/N=C/c1ccc(Cl)c(Cl)c1)Nc1ccccc1Cl	5	2	-2	-11	4	8	-3	-2	1.0

Assay outcomes (PubChem BioAssay)
